Screens deposited in PubChem BioAssay by National Center for Advancing Translational Sciences (NCATS).
UDG counter = blocks uracil-DNA glycosylase in AID counter-screen. FRET deamination/UDG coupled assay, UDG read, 4 h. Potency, µM (doses to about 115 µM), for the others: at the highest dose activity change, negative = inhibition, usual class: inhibitors. 91,000 compounds, 0.14% hits; further: nearly all actives have a fitted effect of over 65% in size
AID inhibitor = inhibitors of human activation induced cytidine deaminase; Potency, µM (top dose mostly 115 µM), for inactives: at the highest dose activity change, negative = inhibition, most hits filed as inhibitors; AID 1347428; 91,000 compounds, 0.32% hits; AID deamination FRET fluorescence, UDG-coupled, 4 h; further: nearly all actives have a fitted effect of over 25% in size
Target sequence (Q9GZX7 whole entry, looked up): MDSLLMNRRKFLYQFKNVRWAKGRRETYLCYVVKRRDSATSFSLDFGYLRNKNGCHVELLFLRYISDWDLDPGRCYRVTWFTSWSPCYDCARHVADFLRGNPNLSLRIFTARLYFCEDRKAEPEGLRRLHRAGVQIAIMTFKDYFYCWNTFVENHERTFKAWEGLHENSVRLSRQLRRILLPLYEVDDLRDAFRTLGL
The depositor's hits bear a star; ? = inconclusive; & = joins results of further samples; [ ] = remark or other dose. The call rests on the fitted dose curve; in most records, active means well fitted curve in the direction sought with a large enough effect; inconclusive means small, poorly fitted or top-dose-only effect, or another doubt; inactive means no such curve, though single readings can be large; an effect the other way counts as inactive or inconclusive. On the % scale 0 is the no-effect control and ±100 the full control effect; potency means the concentration at half of the fitted maximal effect. A portion of the library, so the mix of outcomes need not match the whole.

smiles	UDG counter	AID inhibitor
COc1ccc(Oc2nc(-c3ccccc3O)nc3ccccc23)cc1	4%	-3%
O=S(=O)(Nc1nc2ccccc2nc1Nc1cccc(F)c1)c1cccs1	-6%	-18%
COc1ccc(-c2noc(-c3ccc(NCc4cccnc4)c([N+](=O)[O-])c3)n2)cc1OC	-8%	2%
Cc1cc(C)n(-c2nc3ccccc3nc2Nc2ccc(N(C)C)cc2)n1	-11%	-14%
CCOC(=O)c1sc(Nc2cc(C)ccc2C)nc1C(F)(F)F	3%	-8%
COc1cccc(CNC(=O)Cn2ncc3c(=O)oc4ccccc4c32)c1	-15%	8%
Cc1ccc(S(=O)(=O)N2CCc3cc(C(=O)N(C)Cc4ccccc4)ccc32)cc1	-8%	?
CCn1c2ccccc2c2cc(CN3CCN(Cc4ccccc4F)CC3)ccc21	-8%	0%
CN(CCC#N)C(=O)COC(=O)c1nn(-c2ccccc2)c(=O)c2ccccc12	17%	-4%
CCOc1ccccc1NC(=O)Cn1c(=O)n(Cc2ccccc2)c(=O)c2c(C)c(C)sc21	-6%	1%

(list continues)
smiles	UDG counter	AID inhibitor
COCCCNC(=O)c1cc(-c2ccc(C)c(C)c2)nc2ccccc12	-6%	-8%
CCc1ccc(-c2nc(CN3CCC(C(=O)NCCc4ccc(Cl)cc4)CC3)c(C)o2)cc1	?	7%
COc1cc(C(=O)/C=C/c2ccc(F)cc2)ccc1S(C)(=O)=O	-6%	-15%
O=C(CCn1c(=O)c2cccn2c2ccc(F)cc21)NCCc1ccc(Cl)cc1	1%[57.5 µM]	-1%
O=C1CN(C(=O)COc2ccc(Cl)cc2)C(c2ccc(F)cc2)c2cc(Cl)ccc2N1 (centres undefined)	0%	-18%
CC(OC(=O)c1cc(C2CC2)nn1-c1ccccc1)C(=O)Nc1ccc2c(c1)OCCO2 (centres undefined)	3%	-3%
COc1ccc(OC)c(NC(=O)CC(=O)Nc2ccc3nc4n(c(=O)c3c2)CCCCC4)c1	-7%	-19%
COCCn1c(SCC(=O)Nc2ccc(Br)cc2)nc2c([nH]c3ccccc32)c1=O	-1%	-1%
O=C(/C=C/c1ccc(F)cc1)NCCCCCCNC(=O)/C=C/c1ccc(F)cc1	-6%	30%
Cc1cc(C)nc(NC2=NCC(=O)N2c2ccc(C)c(Cl)c2)n1	-3%	-3%

(next part)
smiles	UDG counter	AID inhibitor
Cc1cc(C)cc(NC(=S)NCCO)c1	-11%	-9%
O=C(/C=C/c1cccs1)c1ccc2ccccc2c1	-13%	-19%
OC[C@H]1O[C@@H](n2cnc3c(Nc4ccccc4)ncnc32)[C@H](O)[C@@H]1O	15%	9%
CC1CCC(C(C)C)C(NC(=O)c2ccccc2)C1 (centres undefined)	0%	-14%
CCCn1cc(S(=O)(=O)c2ccc(CC)cc2)c(=O)c2cc(F)c(N3CCN(C)CC3)cc21	12%	?
CCOC(=O)c1ccc(N2C(=O)c3n[nH]c(-c4cccs4)c3C2c2cccc(O)c2)cc1 (centres undefined)	-18%	?
CCCCS(=O)(=O)CCSS(=O)(=O)O	-3%	-3%
CCC(=O)N1CCc2cc(CNS(=O)(=O)c3ccc(CC(C)C)cc3)ccc21	0%[57.5 µM]	14%
Cc1cccc(OCC(=O)NCc2ccc3c(c2)CCN3C(=O)c2ccccc2)c1	0%	-14%
COc1cccc(C(=O)c2cn(CC(=O)Nc3cc(Cl)c(OC)cc3OC)c3nc(C)ccc3c2=O)c1	0%	15%

Following part
smiles	UDG counter	AID inhibitor
CN1CCc2nc3sc(C(=O)c4ccc(F)cc4)c(N)c3cc2C1	-7%[57.5 µM]	94%[activator]
Cc1ccccc1C(=O)N(C)C1CCN(CCc2ccccn2)CC1	9%	2%
COc1cccc(-c2cc(C(=O)Nc3cc(OC)ccc3OC)[nH]n2)c1	-1%	3%
COc1ccc(NC(=O)CSc2nnc(NC(=O)Nc3ccc(OC)cc3)s2)cc1	-3%	9%
Cc1ccc2oc(-c3cc(NC(=O)CC(C)C)ccc3Cl)nc2c1	0%	19%
CCc1nnc(NC(=O)c2nc(S(C)(=O)=O)ncc2Cl)s1	-22%	13%
COc1ccccc1CNC(=O)CN1C(=O)CSc2ccc(S(=O)(=O)N3CCCC3)cc21	7%[57.5 µM]	-9%
CC1=C(C(=O)Nc2cccnc2)C(c2ccccc2)n2nc(-c3ccc(O)cc3)nc2N1 (centres undefined)	11%	-3%
COc1ccc(C(=O)c2oc3ccccc3c2NC(=O)COc2cccc(C)c2)cc1	2%	-5%
CCC(CC)C(=O)N1CCN(C(=O)c2ccccc2C(=O)c2ccc(F)cc2)CC1	-2%	0%

The list continues.
smiles	UDG counter	AID inhibitor
COc1ccc(-c2nc(C)c(CCNC(=O)c3cccs3)s2)cc1OC	-9%	-3%
Clc1ccc(-c2noc(C(c3ccccc3)c3ccccc3)n2)cc1	0%	-9%
Cn1ccnc1C(=O)c1ccc(NC(=O)C(=O)NC2CCCCC2)cc1	9%	3%
Cc1ccccc1CNC(=O)c1ccc(-c2nc(CS(=O)(=O)c3ccccc3)c(C)o2)cc1	-9%[57.5 µM]	-5%[57.5 µM]
Fc1cccc(Cl)c1CSc1ccc(-c2ccccn2)nn1	0%	-19%
CCC(C)(C)NC(=O)CC(c1ccccc1)c1ccccc1	-2%	2%
Cc1ccc(C)c(N2CCN(c3nc4ccccc4n4c(C)nnc34)CC2)c1	-11%	3%
CCn1c(SCC(=O)Nc2ccc(OC)cc2)nc2nc3c(cc2c1=O)COC(C)(C)C3	-1%	14%
CCC(=O)N1c2ccccc2CC1C(=O)N1CCN(c2cccc(OC)c2)CC1 (centres undefined)	-8%	-17%
N#CC(C(=O)CCc1ccccc1)C(=O)NC1CCCCC1 (centres undefined)	-9%	-14%

(next part)
smiles	UDG counter	AID inhibitor
Clc1ccc(OCc2ccc(-c3nc(-c4ccc(Br)o4)no3)o2)cc1	4%	14%
Cc1cccc(N(C)C(=O)CSc2nc3ncccc3o2)c1	2%	-2%
COc1ccc(-c2cc(C(F)(F)F)nc(SCC(=O)NCCc3ccc(OC)c(OC)c3)n2)cc1	-1%	22%
CC(C)CC(NC(N)=O)C(=O)NCc1ccc(C(F)(F)F)cc1 (centres undefined)	-1%	-2%
COc1ccc(S(=O)(=O)Oc2ccc3cc(-c4ccccc4)c(=O)oc3c2)cc1	2%	7%
Cc1cc(C)cc(OCCNC(=O)Cn2nc(C)c3ccccc3c2=O)c1	9%	6%
COc1ccc(C(CNC(=O)CN2CCNC(=O)C2)c2c[nH]c3ccccc23)cc1 (centres undefined)	-16%	-4%
CC(=O)c1ccc(NC(=O)c2ccccc2SC(C)C)cc1	3%	-2%
Cc1nc(C23CC4CC(CC(C4)C2)C3)co1	-7%	-4%
NC(=O)c1ccccc1OC/C=C/c1ccccc1	-5%	-3%

Next part
smiles	UDG counter	AID inhibitor
COc1cc(NS(=O)(=O)c2ccc3[nH]c4c(c3c2)CCCC4)cc(OC)c1OC	-15%[57.5 µM]	27%
COc1cccc2cc(-c3nnc(Nc4c(F)cccc4F)s3)c(=O)oc12	2%	9%
O=C(CCS(=O)(=O)c1nc(-c2ccc3c(c2)OCO3)cc(C(F)(F)F)n1)Nc1ccccc1F	-7%	-15%
COc1cc(NC(=O)NCCN2CCN(c3ccccc3)CC2)cc(OC)c1OC	-25%	-16%
COC(=O)c1ccc(Oc2coc3cc(OC(=O)c4ccccc4)ccc3c2=O)cc1	9%	0%
COc1cc(/C=C/c2nc(C#N)c(NCc3ccc(F)cc3)o2)cc(OC)c1OC	-3%	-8%
O=Cc1cccn1-c1cc(Cl)c(Cl)cc1Cl	2%	-4%
CC(Sc1nc(N)cc(N)n1)C(=O)c1ccc(F)c(F)c1 (centres undefined)	-6%	-6%
Cc1cc2n(n1)C(c1ccsc1)Nc1c(C)cccc1-2 (centres undefined)	-8%	-15%
Cc1ccc2c(c1)c(=O)c(S(=O)(=O)c1ccc(F)cc1)cn2CC(=O)Nc1ccc2c(c1)OCO2	-1%	-5%

The results go on:
smiles	UDG counter	AID inhibitor
Cn1nc(C(=O)NCc2ccccc2Cl)c2c1-c1ccccc1SC2	-2%	-10%&-22%
O=S1(=O)C=C(Sc2nc3ccccc3o2)c2ccccc21	-9%	-2%
COc1ccc(S(=O)(=O)Oc2ccc3c(c2)O/C(=C\c2cccc(C)c2)C3=O)cc1	-4%	-8%
COc1cccc(CNC(=O)CSc2nnc(C)c3c(C)n(-c4ccccc4)nc23)c1OC	-1%	-13%
Cc1ccc2c(c1)C(=O)C(=O)N2CCOc1ccccc1C	3%	-23%
CN(C)CCNc1ncnc2c1cnn2-c1cccc(Cl)c1	-10%	?
CCc1ccc(NS(=O)(=O)c2c(C)nc3sc(CC)nn3c2=O)cc1	1%	-29%
CC(NC(=O)c1cccc(F)c1)C12CC3CC(CC(C3)C1)C2 (centres undefined)	-6%	-14%
COC(=O)c1ccccc1NC(=O)CSc1nc2ccccc2nc1Cc1ccccc1OC	1%	10%
CCN(CC)C(=O)c1c(NC(=O)c2ccccc2F)sc2c1CCC(C)C2 (centres undefined)	1%	0%

Next section
smiles	UDG counter	AID inhibitor
CCOC(=O)N1CCc2c(sc3c2C(=O)NC(c2cc(OC)c(O)c(OC)c2)N3)C1 (centres undefined)	6%	28%
Cc1cccc(-n2nnc(-c3nc(-c4ccccc4)no3)c2N)c1C	-5%	-9%
C=CCNC(=O)NC(=O)CN(CC)c1cc(C)cc(C)c1	2%	-8%
Cc1ccc(CCNC(=O)CS(=O)Cc2nc(-c3ccccc3Cl)oc2C)cc1 (centres undefined)	-9%	-25%
CCOc1ccc(CNC(=O)C2CCN(S(=O)(=O)c3cn(C)cn3)CC2)cc1OC	-7%	13%
Cc1cccc(N2CCN(S(=O)(=O)c3ccc4oc(=O)c5ncn(C)c5c4c3)CC2C)c1 (centres undefined)	12%	-3%
COC(=O)c1scc(-c2ccccc2)c1S(=O)(=O)Nc1ccc(C)c(Cl)c1	5%	4%
COc1ccc(CNC(=O)Cn2nc(-c3ccc(OC)c(OC)c3)ccc2=O)cc1OC	-7%	0%
CCOC(=O)c1ccc(N2C(=O)c3[nH]nc(-c4ccc(OC)cc4)c3C2c2ccc(C)cc2)cc1 (centres undefined)	-17%	-6%
Cc1ccc(-c2nn(CC(=O)NC3CC3)c(=O)c3ccccc23)cc1	7%	4%

(listing goes on)
smiles	UDG counter	AID inhibitor
CCCCOC(=O)C[N+](C)(C)C/C=C(/C)Cl	9%	5%
CCN(CC)CCNC(=O)c1ccc(CN2CC(=O)N3CCCC3C2=O)cc1 (centres undefined)	-6%	-5%
N#CC1(C(=O)Nc2ccc(Br)cc2)CCCC1	-4%	-11%
CCC(C(=O)NCc1ccc(OC)c(OC)c1)n1nc(C)c2c(C)n(-c3ccc(C)cc3)nc2c1=O (centres undefined)	-11%	?
CCCn1c(NC(=O)CCOc2ccc(C)cc2)nc2ccccc21	-6%	-5%
CC(C)CN(C(=O)Cn1cnc2c1c(=O)n(C)c(=O)n2C)c1nc2ccccc2s1	-6%	3%
O=C(Cn1cc(SCc2c(F)cccc2Cl)c2ccccc21)N1CCCCC1	-11%	15%
Cc1cc(C)c2c(CC(=O)Nc3ccc(S(=O)(=O)N4CCCCC4)cc3)coc2c1	-23%	?
COC(=O)c1sc(=S)n(-c2ccc(C(C)C)cc2)c1N	-1%	-3%
Cc1cc(C)cc(-n2ccn(CC(=O)Nc3cc(C)ccc3C)c(=O)c2=O)c1	-2%[57.5 µM]	-9%

Other records follow:
smiles	UDG counter	AID inhibitor
Clc1cccc(Cl)c1CO/N=C/c1ccc(OCc2ccccc2)cc1	-11%	-7%
Cc1oc2ncnc(N3CCOCC3)c2c1C(=O)NCc1ccccc1	-2%	3%
CC1(C)CN=C(SCc2ccccc2)NC1	10%	4%
COc1ccc(CN(C(=O)Nc2cc(C)ccc2C)C2CCN(C(C)=O)CC2)cc1	-4%	0%
CCC(C)NC(=O)CSc1ccccn1 (centres undefined)	4%	7%
CCCSc1nnc2n(-c3cccc(C)c3)c(=O)c3c4c(sc3n12)CCCC4	10%	4%
CCOC(=O)c1cc(-c2ccccc2)n(CC(=O)N(C)c2ccc(OC)cc2)c1C	-4%[57.5 µM]	?
COc1ccc(C2C=C(c3ccccc3)Nc3nc(NC(=O)/C=C/c4ccccc4)nn32)cc1 (centres undefined)	10%	-3%
COc1ccccc1C1C2=C(CC(C)(C)CC2=O)Nc2ccccc2N1C(C)=O (centres undefined)	16%	-6%
Cc1ccc2nc(CC(C)(C)CC(=O)O)c[n+]([O-])c2c1	1%	0%
COc1ccccc1CCNC(=O)CSc1ccc(-c2ccccn2)nn1	0%	-7%
Nc1nccnc1C(=O)NCC(O)c1cccc(Cl)c1 (centres undefined)	6%	-5%
Cc1c(C#N)c(N)nc2c3c(sc12)NC(=O)CC3c1ccc(Cl)cc1 (centres undefined)	0%	1%
